Screening data as filed in PubChem BioAssay.
WRN inhibitor: blocks human WRN helicase | Q14191 | Potency, µM (titrated, usually from 114 µM), inactives show at the top dose activity change, negative = inhibition, actives largely listed as inhibitors | 360,000 compounds, 0.46% hits | WRN helicase unwinding, fluorescent forked duplex, kinetic | AID 651768; also: potency is read from the fitted curve at half-maximal effect; % is scaled to controls: 0 for no effect and ±100 for the full control effect; nearly all actives have a fitted effect of over 55% in size
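Kinetic red-fluorescence monitoring (525/598 nm) tracks WRN helicase activity after 100 nM fluorophore-quencher forked duplex and 2 mM ATP are added to 20 nM enzyme pretreated 15 min at room temperature with compound.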
GLP-1R inv ag: GLP-1 receptor (human) inverse agonism; P43220; AID 624417; Potency, µM (titrated, usually from 38.3 µM), for inactives: at the top dose activity change, negative = inhibition, usual class: inhibitors; HEK293 GLP-1R CRE-luciferase, luminescence, 24 h; GLP-1R form is constitutively active; 410,000 compounds, 1.6% hits; also: potency is read from the fitted curve at half-maximal effect; % is scaled to controls: 0 for no effect and ±100 for the full control effect; nearly all actives have a fitted effect of over 55% in size
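Cells are plated, allowed 12 hours at 37 deg C, then treated with compounds for 24 hr before luciferase detection reagent is added and luminescence is read after 12 min at room temperature. The HEK293 line carries constitutively active GLP-1R with a cAMP-responsive reporter.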
IL2 activator: activates IL-2 in a cell-based reporter assay; activation, % (series mostly up to about 46 µM); AID 652025; IL-2 activation reporter assay, cell-based qHTS; stimulated with anti-CD3/CD4/CD28 beads; in transgenic mouse T cells; 360,000 compounds, 0.065% hits; in the data active = activation above about 50%; inconclusive = mostly about 30% to 49%; also: 0% is about no effect
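Readout is EGFP and DsRed signal by fluorescent plate cytometry after 18 h at 37 degrees C. Transgenic mouse T cells (750/well) received compound for 60 min before bead stimulation (anti-CD3, anti-CD4, anti-CD28); memory T cells served as non-tolerant control.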
PI5P4Ka inh: inhibitors of human PI5P4K alpha; P48426; PI5P4Kalpha enzyme, ADP-Glo luminescence, 60 min; hits give low values; max response, %; 330,000 compounds, 1.2% hits; AID 652105; active = max response of -50% or lower; inconclusive = between -30% and -50%; inactive = -30% or higher; also: value at the top dose of about 77 µM; % is scaled to controls: 0 for no effect and ±100 for the full control effect
Target sequence (P48426 whole entry, looked up): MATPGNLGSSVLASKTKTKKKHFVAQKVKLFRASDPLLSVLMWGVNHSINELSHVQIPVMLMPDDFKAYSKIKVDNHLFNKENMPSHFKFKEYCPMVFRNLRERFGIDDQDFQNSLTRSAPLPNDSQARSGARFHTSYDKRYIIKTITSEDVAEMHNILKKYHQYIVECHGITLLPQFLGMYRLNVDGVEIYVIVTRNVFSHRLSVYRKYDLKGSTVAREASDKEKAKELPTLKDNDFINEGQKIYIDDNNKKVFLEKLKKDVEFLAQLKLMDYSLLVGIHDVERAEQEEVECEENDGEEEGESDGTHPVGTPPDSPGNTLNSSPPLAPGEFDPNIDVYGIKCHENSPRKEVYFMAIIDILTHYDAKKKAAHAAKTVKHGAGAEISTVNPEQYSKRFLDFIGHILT
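Quantitative HTS of the MLSMR library against PI5P4Kalpha with substrate. ATP added last at 5 microM final; room temperature, 60 minutes. Remaining ATP depleted, ADP converted and read as luminescence.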
DRD3 agonist: activates the human D3 dopamine receptor. D3R DiscoveRx beta-arrestin cells, luminescence, 90 min. max activation, %. 410,000 compounds, 0.58% hits. AID 652048; in the data active = max activation above about 30%; also: 0% is about no effect; mostly tested at two doses, the higher about 12 µM
Target sequence (P35462 whole entry, looked up): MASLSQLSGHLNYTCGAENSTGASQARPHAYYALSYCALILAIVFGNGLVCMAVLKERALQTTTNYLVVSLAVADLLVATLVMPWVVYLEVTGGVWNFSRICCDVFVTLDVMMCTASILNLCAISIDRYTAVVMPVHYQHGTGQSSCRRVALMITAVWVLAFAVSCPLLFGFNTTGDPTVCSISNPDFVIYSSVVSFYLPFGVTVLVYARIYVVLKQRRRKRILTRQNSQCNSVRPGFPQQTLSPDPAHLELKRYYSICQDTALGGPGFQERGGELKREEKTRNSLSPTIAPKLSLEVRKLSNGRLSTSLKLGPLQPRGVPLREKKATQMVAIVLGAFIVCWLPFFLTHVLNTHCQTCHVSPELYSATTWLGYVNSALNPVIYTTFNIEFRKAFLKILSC
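Cells at 1500/well, incubated overnight, then treated with pinned compounds (dopamine as control) for 90 min at 37 degrees C. DiscoveRx reagent added for 30 - 60 minutes at room temperature; luminescence read.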
GLP-1R agonist: GLP-1 receptor (human) agonism; HEK293 GLP-1R CRE-luciferase, luminescence, 4-6 h; cells express a hypersensitive GLP-1R form; Potency, µM (series often up to 45.6 µM), for the others: at the highest dose activation, actives largely listed as activators; P43220; 380,000 compounds, 0.007% hits; also: potency is read from the fitted curve at half-maximal effect; % of control where 0% means no effect
PLK1 PBD inh: inhibitors of human PLK1 polo-box domain binding. P53350. Plk1 PBD binding of FITC phosphopeptide, fluorescence polarization. Potency, µM, for the others: max response, negative = inhibition, usual class: inhibitors. 360,000 compounds, 2.8% hits; also: potency is read from the fitted curve at half-maximal effect; series mostly up to about 57 µM; % is scaled to controls: 0 for no effect and ±100 for the full control effect; nearly all actives have a fitted effect of over 65% in size
GLP1R cytotox: cytotoxic in the GLP-1 receptor inverse agonist counter-screen; 410,000 compounds, 0.13% hits; HEK293 cAMP-luciferase reporter cells, luminescence, 24 h; Potency, µM (doses to about 38.3 µM), inactives show top-dose activity change, negative = inhibition, usual class: inhibitors; AID 624418;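 also: loss of luciferase light is scored as toxicity; potency is read from the fitted curve at half-maximal effect; % is scaled to controls: 0 for no effect and ±100 for the full control effect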
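Quantitative HTS format, 1536 wells, 200 cells/uL seeded. Compounds: 23 nL, 24 h, 37 °C. Detection: luciferase reagent, luminescence at 12 min RT; decreased signal taken as cytotoxic.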
D3 antag: antagonists of human D3 dopamine receptor; 360,000 compounds, 2.5% hits; D3R cells, DiscoveRx beta-arrestin luminescence, antagonist mode; hits give low values; max response, negative = inhibition, %; in the data active = max response below about -50%; inconclusive = no clear call, values can overlap the other calls; also: % is scaled to controls: 0 for no effect and ±100 for the full control effect; mostly tested at two doses, the higher about 12 µM
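Cells expressing the human receptor were seeded at 1500 cells/well, incubated overnight at 37 degrees C in 5% CO2, then exposed to library compounds with dopamine controls for 90 minutes at 37 degrees C before luminescent detection.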
* = called active by the depositor; ? = inconclusive; / = no result given; [ ] = remark or other dose. Unless noted, calls follow the shape of the dose curve; as a rule, active = well fitted curve in the direction sought with a large enough effect; inconclusive = small, poorly fitted or top-dose-only effect, or another doubt; inactive = no such curve, though single readings can be large; an effect the other way counts as inactive or inconclusive. Random draw from the library. Share with any hit: about 7.8%.

Start of the data: the first 2 compounds (preview)
[1] CCOC(=O)C1=C(C)NC(=S)NC1c1ccc(OCC(=O)N2CCCCCC2)cc1 (configuration not stated)
[2] COc1ccc(OCCCC(=O)OCC(=O)Nc2nnc(-c3ccccc3)o2)cc1

| assay / compound | 1 | 2 |
| --- | --- | --- |
| WRN inhibitor | 7% | 3% |
| GLP-1R inv ag | 14% | 11% |
| IL2 activator | -2.3 | 0.9 |
| PI5P4Ka inh | 3 | 0 |
| DRD3 agonist | 9 | -4 |
| GLP-1R agonist | 1% | -2% |
| PLK1 PBD inh | -29% | 0% |
| GLP1R cytotox | -1% | -11% |
| D3 antag | -10 | 3 |

The whole of this part, from the first entry:
[1] CCOC(=O)C1=C(C)NC(=S)NC1c1ccc(OCC(=O)N2CCCCCC2)cc1 (configuration not stated)
[2] COc1ccc(OCCCC(=O)OCC(=O)Nc2nnc(-c3ccccc3)o2)cc1
[3] CCC(c1nnnn1C(C)C)N1CCN(C2CCCC2)CC1 (configuration not stated)
[4] O=C(Nc1cccnc1)c1ccc(COc2ccccc2Cl)o1
[5] CCOc1ccc(C(=O)NCc2ccco2)cc1OCC
[6] Nc1nnc(SCC(=O)OCc2ccccc2)s1
[7] CCc1nc(OCC(=O)c2ccccc2)c(C#N)c2c1COC(C)(C)C2
[8] COc1ccc(C(=O)NNC(=O)c2ccc3ccccc3c2O)cc1

| assay / compound | 1 | 2 | 3 | 4 | 5 | 6 | 7 | 8 |
| --- | --- | --- | --- | --- | --- | --- | --- | --- |
| WRN inhibitor | 7% | 3% | 15% | -5% | -24% | -2% | -4% | 1% |
| GLP-1R inv ag | 14% | 11% | 1% | -3% | 11% | 2% | -13% | 0% |
| IL2 activator | -2.3 | 0.9 | 2.7 | -2.7 | 0.4 | -5.6 | -0.1 | -0.5 |
| PI5P4Ka inh | 3 | 0 | -3 | -1 | 2 | -10 | 12 | 1 |
| DRD3 agonist | 9 | -4 | 8 | -4 | -3 | 8 | 2 | 10 |
| GLP-1R agonist | 1% | -2% | -1% | 6% | 9% | -3% | 3% | 0% |
| PLK1 PBD inh | -29% | 0% | 4% | -10% | -7% | -10% | -5% | -11% |
| GLP1R cytotox | -1% | -11% | 3% | -9% | 6% | 4% | -3% | 7% |
| D3 antag | -10 | 3 | -18 | -15 | 0 | 17 | 56 | 4 |

[9] CN(C)c1nc(=NCc2ccco2)ss1
[10] CN(CC(=O)NCC1CCCCC1)S(=O)(=O)c1ccc(F)cc1
[11] CC1=NN(S(=O)(=O)c2ccc(F)cc2)C(=O)c2ccccc2O1
[12] COc1ccc(NC(=O)N2CCCC2)cc1OC
[13] CCC(NC(=S)NCc1ccc(F)cc1)c1ccccc1 (configuration not stated)
[14] Cc1ccc(NS(=O)(=O)c2cccc(C(=O)O)c2)cc1S(=O)(=O)N1CCOCC1
[15] CCCCC(CC)CO (configuration not stated)
[16] Cc1cc(C)cc(CC(=O)N2CCC2(C)C(=O)NS(=O)(=O)c2cc(C)ccc2F)c1 (configuration not stated)

| assay / compound | 9 | 10 | 11 | 12 | 13 | 14 | 15 | 16 |
| --- | --- | --- | --- | --- | --- | --- | --- | --- |
| WRN inhibitor | 6% | 4% | -9% | -5% | -3% | 5% | 0% | 1% |
| GLP-1R inv ag | ? | ? | 8% | 7% | ? | 14% | 0% | 1% |
| IL2 activator | -4.1 | 0.1 | 0.0 | -3.7 | -2.2 | -1.9 | -0.3 | -0.8 |
| PI5P4Ka inh | -12 | -1 | 1 | 2 | 1 | -10 | 1 | -2 |
| DRD3 agonist | -4 | 5 | 0 | -5 | -15 | 2 | 4 | 6 |
| GLP-1R agonist | -2% | 11% | 1% | 1% | -6% | -8% | 2% | -2% |
| PLK1 PBD inh | 2.7µM* | -19% | 2% | -4% | -19% | -15% | -9% | -6% |
| GLP1R cytotox | -8% | -8% | -8% | 5% | ? | -1% | 1% | 0% |
| D3 antag | -20 | -10 | 2 | 0 | -26 | -8 | 0 | 20 |

Fetched by structure from the list above:
[11] CC1=NN(S(=O)(=O)c2ccc(F)cc2)C(=O)c2ccccc2O1
[9] CN(C)c1nc(=NCc2ccco2)ss1
[13] CCC(NC(=S)NCc1ccc(F)cc1)c1ccccc1 (configuration not stated)

| assay / compound | 11 | 9 | 13 |
| --- | --- | --- | --- |
| WRN inhibitor | -9% | 6% | -3% |
| GLP-1R inv ag | 8% | ? | ? |
| IL2 activator | 0.0 | -4.1 | -2.2 |
| PI5P4Ka inh | 1 | -12 | 1 |
| DRD3 agonist | 0 | -4 | -15 |
| GLP-1R agonist | 1% | -2% | -6% |
| PLK1 PBD inh | 2% | 2.7µM* | -19% |
| GLP1R cytotox | -8% | -8% | ? |
| D3 antag | 2 | -20 | -26 |

(next part)
[17] Cc1occc(=O)c1OCc1c(Cl)cccc1Cl
[18] CNS(=O)(=O)c1ccc(C(=O)NCC(=O)NC(C)c2cccs2)cc1 (configuration not stated)
[19] COc1cc(NC(=O)c2ccc(F)cc2)ccc1NC(=O)c1cc2ccccc2o1
[20] Cc1c(C(=O)N2CCOCC2)c(S(=O)(=O)Nc2ccc(F)cc2)c(C)n1C
[21] O=C(Nc1cccc(NC(=O)c2ccc(Cl)cc2)n1)c1ccc(Cl)cc1
[22] CCN(C(=O)c1nn(-c2ccc(OC)cc2)c(=O)c2c1c1ccccc1n2C)c1ccc(OC)cc1
[23] COc1ccc(C(C)=O)c(OCC(=O)NCCC2=CCCCC2)c1
[24] O=C(c1ccccc1)N1CCN(C2C3CC4CC(C3)CC2C4)CC1 (configuration not stated)

| assay / compound | 17 | 18 | 19 | 20 | 21 | 22 | 23 | 24 |
| --- | --- | --- | --- | --- | --- | --- | --- | --- |
| WRN inhibitor | -7% | 5% | 3% | -3% | -9% | -11% | 0% | -10% |
| GLP-1R inv ag | -8% | 2% | 26% | -21% | 44%[activator] | 12% | -4% | -6% |
| IL2 activator | 1.7 | 1.5 | 0.3 | -0.9 | -0.4 | -3.8 | -2.2 | -0.4 |
| PI5P4Ka inh | -2 | -2 | -5 | 1 | 3 | 13 | 0 | / |
| DRD3 agonist | 1 | -12 | -5 | 0 | 1 | -10 | 3 | 5 |
| GLP-1R agonist | 0% | -6% | -3% | -1% | -4% | 10% | 21% | 11% |
| PLK1 PBD inh | -6% | -14% | 2% | -26% | -8% | -3% | 0% | -2% |
| GLP1R cytotox | 21% | 4% | 7% | -1% | -3% | -1% | -11% | 11% |
| D3 antag | -2 | -20 | 9 | 0 | 13 | 0 | 63 | 5 |
